Screening data from PubChem BioAssay.
aSyn rescue = inhibitors of alpha-synuclein toxicity in yeast. Yeast expressing alpha-synuclein, growth rescue, BacTiter-Glo, 24 h. Potency, µM (doses to about 46.1 µM), inactives show at the highest dose growth rescue (activation), most hits filed as activators. hit rate 0.14% among 370,000; also: potency is read from the fitted curve at half-maximal effect; % of control where 0% means no effect; nearly all actives have a fitted effect of over 65% in size
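Galactose-induced alpha-syn yeast (OD600=0.02, raffinose-pregrown) + pinned cpd, 24 hr, 30 deg C; growth by BacTiter-Glo luminescence. Growth restoration scores as activation.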
Akt phos inh = inhibitors of Akt phosphorylation. Neuro2A IGF-stimulated pAkt S473 HTRF, 20 min; active compounds read low. activity change, % for hits at 50 µM. hit rate 0.32% among 360,000. AID 651550; in the data active = activity change below about -80%; inconclusive = mostly about -51% to -80%; also: % is scaled to controls: 0 for no effect and ±100 for the full control effect
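Neuro2A cells (4,500/well, DMEM with 0.5% FBS) were treated with compound at a single 50 µM final concentration, stimulated with 6 nM IGF for 20 min at 37 °C, and lysed. Phospho-Akt Ser473 was read by HTRF as 665/615 ratio ×10^4.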
PTHR1 agonist = PTHR1 (human) receptor agonism; Q03431; HEK293 GP2 PTHR1 cells, GloSensor cAMP luminescence, 1 h; Potency, µM (series often up to 115 µM), for the others: at the top dose activation, most hits filed as activators; hit rate 0.075% among 410,000; also: potency is read from the fitted curve at half-maximal effect; nearly all actives have a fitted effect of over 55% in size; some results filed as inactive show a strong effect at the top dose; inactives centre near -15; many of its hits are not listed in these tables
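HEK-293-derived GP2 cells expressing PTHR1 and a GloSensor cAMP reporter, 3,000/well, plated overnight, given luciferin plus IBMX (each 0.5 mM as added) for 1 h at 37 °C, then compound for 1 h at 37 °C. Luminescence was read after 15 min at room temperature.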
GLP-1R agonist = activates the human GLP-1 receptor. hit rate 0.007% among 380,000. AID 624172. HEK293 GLP-1R CRE-luciferase, luminescence, 4-6 h; cells express a hypersensitive GLP-1R form. Potency, µM (series often up to 45.6 µM), without a hit: top-dose activation, usual class: activators; also: potency is read from the fitted curve at half-maximal effect; % of control where 0% means no effect
Target sequence (P43220 whole entry, looked up): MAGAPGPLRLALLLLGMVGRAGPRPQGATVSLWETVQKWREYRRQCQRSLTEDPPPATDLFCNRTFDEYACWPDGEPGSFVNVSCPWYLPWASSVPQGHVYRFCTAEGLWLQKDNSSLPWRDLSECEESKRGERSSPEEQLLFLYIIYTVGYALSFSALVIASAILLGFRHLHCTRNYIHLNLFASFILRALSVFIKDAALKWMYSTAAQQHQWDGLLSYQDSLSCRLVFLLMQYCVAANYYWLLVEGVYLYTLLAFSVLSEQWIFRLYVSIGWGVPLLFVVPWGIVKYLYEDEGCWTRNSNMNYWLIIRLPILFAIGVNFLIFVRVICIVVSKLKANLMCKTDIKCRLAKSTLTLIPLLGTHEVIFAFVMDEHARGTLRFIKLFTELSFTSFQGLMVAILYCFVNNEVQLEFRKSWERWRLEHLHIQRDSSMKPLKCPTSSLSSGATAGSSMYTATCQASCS
GLP1R inv ag = inverse agonists of human GLP-1 receptor | P43220 | HEK293 GLP-1R CRE-luciferase, luminescence, 24 h; GLP-1R form is constitutively active | Potency, µM (series often up to 38.3 µM), for the others: at the highest dose activity change, negative = inhibition, actives largely listed as inhibitors | hit rate 1.6% among 410,000; also: potency is read from the fitted curve at half-maximal effect; % is scaled to controls: 0 for no effect and ±100 for the full control effect; nearly all actives have a fitted effect of over 55% in size
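HEK293 cells stably co-expressing a cAMP-responsive luciferase reporter and constitutively active GLP-1R were seeded, incubated 12 h, then exposed to compounds for 24 h at 37 C. Luminescence was read 12 min after detection reagent; inverse agonists lower signal.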
TDP43 rescue = TDP-43 toxicity inhibition in yeast; hit rate 1.8% among 410,000; Potency, µM (highest dose often 46.1 µM), for inactives: top-dose growth rescue (activation), usual class: activators; TDP-43 expressing yeast growth rescue, BacTiter-Glo, 24 h; also: potency is read from the fitted curve at half-maximal effect; % of control where 0% means no effect; nearly all actives have a fitted effect of over 50% in size
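Cell-based yeast growth screen: TDP-43 expression induced in galactose, inoculum OD600=0.02 after raffinose pregrowth to mid-log. Read-out BacTiter-Glo luminescence at 24 hr, 30 deg C; inhibition of toxicity seen as signal increase.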
Abeta rescue = restores growth of yeast expressing A-beta42 peptide; yeast expressing A-beta42, growth rescue, OD600, 48 h; response scale: 0% DMSO, 100% iron-clioquinol control; Potency, µM (top dose mostly 46.1 µM), inactives show at the top dose growth rescue, most hits filed as activators; hit rate 0.063% among 410,000; AID 1347071; also: potency is read from the fitted curve at half-maximal effect; nearly all actives have a fitted effect of over 55% in size
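Yeast growth medium received pinned compounds, then yeast cells expressing toxic A-beta were added; plates incubated at 30 C for 48 hr. Growth read as absorbance at 600 nm, normalized to DMSO and equimolar FeCl3 plus clioquinol controls.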
DRD3 antagonist = D3 dopamine receptor (human) antagonism | P35462 | D3R cells, DiscoveRx beta-arrestin luminescence, antagonist mode; active compounds read low | max response, negative = inhibition, % | hit rate 2.5% among 360,000 | AID 652054; in the data active = max response below about -50%; inconclusive = no clear call, values can overlap the other calls; also: % is scaled to controls: 0 for no effect and ±100 for the full control effect; mostly tested at two doses, the higher about 12 µM
Target sequence (P35462 whole entry, looked up): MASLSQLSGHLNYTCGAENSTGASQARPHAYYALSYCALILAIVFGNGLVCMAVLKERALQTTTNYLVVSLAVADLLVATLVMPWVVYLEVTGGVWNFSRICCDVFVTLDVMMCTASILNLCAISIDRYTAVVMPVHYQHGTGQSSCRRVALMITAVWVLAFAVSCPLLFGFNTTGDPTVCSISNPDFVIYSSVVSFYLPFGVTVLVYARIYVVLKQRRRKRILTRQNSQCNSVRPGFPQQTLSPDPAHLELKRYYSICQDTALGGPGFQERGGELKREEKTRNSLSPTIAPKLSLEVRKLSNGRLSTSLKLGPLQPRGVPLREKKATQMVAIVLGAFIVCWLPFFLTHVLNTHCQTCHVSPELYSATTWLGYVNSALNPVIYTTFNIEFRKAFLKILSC
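Cells expressing the human receptor were seeded at 1500 cells/well, incubated overnight at 37 degrees C in 5% CO2, then exposed to library compounds with dopamine controls for 90 minutes at 37 degrees C before luminescent detection.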
FUS yeast rescue = rescues growth of FUS-expressing yeast. S. cerevisiae FUS-expressing, growth rescue, OD600, 24 h. Potency, µM (top dose mostly 76.6 µM), for inactives: at the highest dose growth rescue (activation), actives largely listed as activators. hit rate 0.24% among 390,000;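 also: potency is read from the fitted curve at half-maximal effect; plate controls were DMSO vehicle for no effect and reference control for full effect; nearly all actives have a fitted effect of over 55% in size; some results filed as inactive show a strong effect at the top dose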
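Cultures pregrown in 2.5% raffinose medium are shifted to minimal medium containing 2% galactose to express toxic FUS. Compounds are tested at several concentrations. After 24hr at 30C, growth is quantified at 600 nm absorbance.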
Active calls of the source: *; i = inactive; ? = inconclusive; · = no result given; [ ] = remark or other dose. Unless noted, calls follow the shape of the dose curve; as a rule, active = well fitted curve in the direction sought with a large enough effect; inconclusive = small, poorly fitted or top-dose-only effect, or another doubt; inactive = no such curve, though single readings can be large; an effect the other way counts as inactive or inconclusive. Only part of the results is shown. The share of hits here may be higher or lower than overall.

SMILES | aSyn rescue | Akt phos inh | PTHR1 agonist | GLP-1R agonist | GLP1R inv ag | TDP43 rescue | Abeta rescue | DRD3 antagonist | FUS yeast rescue
O=C1C2C3C=CC(C3)C2C(=O)N1c1ccc(-c2nc3ccccc3o2)cc1 (stereo not given) | -4% | i | -9%[57.5 µM] | -6% | 16% | -1% | 7% | -6 | 12%
Cc1nc2ccccc2c(=O)n1/N=C/c1ccc(O)cc1 | -15% | i | -10%[57.5 µM] | 0% | 4% | 13% | -5% | ? | -37%
COc1cccc(NC(=O)c2c(C)nn(-c3cccc(C)c3)c2-n2cccc2)c1 | · | · | -85%[inhibitor] | · | ? | 3% | -5% | · | 39%
CCOc1ccc(Nc2cc(C)nc3nc(Cc4ccc(Cl)cc4)nn23)cc1 | · | · | i | · | -6% | 16% | -5% | · | 2%
O=CNc1ccc(OC(=O)c2cncc(Br)c2)cc1 | 2% | i | i | 0% | -10% | 4% | 4% | 2 | -1%
Cc1cc(NC(=O)C(C)C)n(-c2nc3ccccc3s2)n1 | 5% | i | -14% | -13% | 11% | 18% | -16% | 35 | -20%
Cc1noc(C)c1S(=O)(=O)Nc1ccc(C(=O)N2CCN(c3ccc(F)cc3)CC2)cc1 | 4% | i | i | 9% | 15% | 4% | -1% | 3 | -9%
O=C(Cc1ccccc1)Nc1ccnn1C1CCN(Cc2nccs2)CC1 | 3% | i | -19% | -4% | 19% | -9% | 5% | 21 | 13%
O=C(NC1CCCCC1)C(c1ccccn1)N(C(=O)c1csnn1)c1ccccc1F (stereo not given) | 0% | i | -5% | 11% | 0% | -3% | -16% | 4 | -23%
CCCCNC(=O)Cn1cnc2sc(C)c(S(=O)(=O)N3CCN(c4ncccn4)CC3)c2c1=O | -11% | i | -11% | 15% | 6% | 0% | 7% | 8 | 2%
COc1ccc(CCNC(=O)Cn2c(=O)nc(-c3ccccc3)c3cc(Cl)ccc32)cc1OC | · | · | -12% | · | -6% | -1% | -6% | · | 37%
CCOC(=O)/C(=C\c1c[nH]c2ccccc12)NC(C)=O | -1% | i | i | -3% | 0% | 2% | -6% | 6 | ·
CC(C)(C)c1cn(-c2ccccc2)c(=S)[nH]1 | 0% | i | i | 21% | ? | 5% | ? | -16 | 10%
Cc1cc(C(=O)Nc2c(C)nn(Cc3ccccc3)c2C)on1 | -18% | i | -21% | 11% | -8% | 15% | -16% | 23 | -30%
N#Cc1c(N)sc(=S)c2c1CCCC2 | 14% | ? | -5%[57.5 µM] | ? | -19% | ? | -21% | -16 | 33%
COc1ccc(NS(=O)(=O)c2cc(N)ccc2N2CCOCC2)cc1 | -6% | i | i | 14% | 1% | -5% | 5% | -3 | 11%
O=C(Cn1ccc2ccccc2c1=O)NCC(=O)N1CCCCC1 | 0% | i | i | 7% | 9% | -8% | 10% | 2 | 3%
CC(=O)c1cccc(N(C(=O)Cn2nnc3ccccc32)C(C(=O)NCc2ccccc2)c2ccc(F)cc2)c1 (stereo not given) | · | · | 16% | · | -6% | -6% | -17% | · | -16%
CC(C)(C)c1ccc(-c2nnc(SCC(=O)Nc3sc4c(c3C#N)CCCC4)o2)cc1 | 6% | i | i | -7% | -29% | 17% | 21% | 10 | 12%
COCCn1nnnc1CN1CCC(O)(c2cccc(C(F)(F)F)c2)CC1 | 5% | i | i | 1% | 0% | -16% | 13% | -25 | -6%
COc1ccc(-c2[nH][nH]c(=O)c2NC(=O)c2ccccc2Br)cc1 | 4% | i | 7% | -6% | 17% | -2% | -11% | -53* | -13%
Cc1cccc(NC(=O)CC2C(=O)NC3CCCCC3N2C(=O)c2ccccc2Cl)c1 (stereo not given) | -7% | i | i | 5% | 2% | 4% | -1% | 6 | 16%
O=C(NCCCN1CCOCC1)C1CCN(S(=O)(=O)c2c(Cl)cccc2Cl)CC1 | -19% | i | -5% | -2% | 25% | -7% | 0% | 16 | -9%
COc1ccc(-c2noc(CN(C(=O)c3cc(OC)c(OC)cc3OC)C(C)C)n2)cc1 | · | · | 25% | 6% | 0% | 0% | -5% | · | 11%
CCCOc1ccc(N2C(=O)CC(N(O)c3ccccc3)C2=O)cc1 (stereo not given) | -4% | i | -42%[inhibitor] | -7% | 28% | 13% | -3% | -11 | 11%
O=C(COC(=O)c1n[nH]c(=O)c2ccccc12)Nc1ccccc1 | -4% | i | -17% | 4% | 16% | 5% | -4% | 6 | -6%
COc1ccc(N2CCN(c3ccc(NC(=O)/C=C\C(=O)O)cc3)CC2)cc1 | -1% | i | i | -3% | -32% | 16% | -17% | 1 | 36%
O=C(NCc1ccc(Cl)cc1)c1ccc(NC(=O)C2CCCO2)cc1 (stereo not given) | 4% | i | -19% | 13% | -20% | -5% | -14% | -5 | 12%
COc1ccc(CNC(=O)COC(=O)c2ccc(F)c(S(=O)(=O)N3CCOCC3)c2)cc1 | 0% | i | -12% | 0% | 25% | 8% | 5% | 27 | ·
COc1ccc(NC(=O)Cn2c(=O)n(Cc3ccccc3)c(=O)c3oc4ccccc4c32)cc1Cl | · | · | i | · | -5% | 13% | -3% | · | -8%
Cc1occc1C(=O)NCCc1ccc(Cl)cc1 | -7% | i | -8%[57.5 µM] | -10% | 1% | -10% | 12% | -8 | 23%
CC(=O)Nc1ccc(NC(=O)CSc2nnc(-c3ccco3)n2Cc2ccco2)cc1 | 2% | i | i | 0% | 0% | -10% | 4% | -7 | -8%
CCCOc1ccc(C2=CSC3=NCCN23)cc1 | 0% | i | i | 4% | ? | 1% | -14% | 4 | -29%
CN(c1ccccc1)S(=O)(=O)c1ccc(NC(=S)NC(=O)c2ccccc2)cc1 | -5% | i | -17% | -15% | ? | -3% | -11% | 35 | ?
COc1ccc(OCCn2nnc3sc4c(c3c2=O)CCCC4)cc1 | · | · | i | · | -3% | ? | -9% | · | 26%
Cc1ccc(CN2CC(C(=O)NCCCSc3ccccc3)CC2=O)cc1 (stereo not given) | -1% | i | i | 0% | -3% | 10% | 1% | 12 | 25%
O=C(CSc1nncc2ccccc12)Nc1cccc(C(=O)O)c1 | 4% | i | i | -2% | 79%[activator] | 3% | 4% | 8 | 11%
O=C(Nc1cccc2ccccc12)/C(=C\c1cccc([N+](=O)[O-])c1)NC(=O)c1cccs1 | 0% | i | -57%[inhibitor] | -1% | -25% | -1% | -13% | -14 | ·
O=[N+]([O-])c1ccccc1CNCCO | 6% | i | -12% | -2% | 5% | 17% | -14% | 6 | -30%
CSc1nc(NC(C)(C)C)nc(Oc2ccc(=O)n(C)n2)n1 | -3% | i | i | 7% | 18% | 5% | -10% | -3 | -7%
COc1ccc(-c2cc(C(=O)Nc3c(C)nn(Cc4ccccc4C)c3C)no2)cc1 | · | · | i | · | -1% | 4% | -2% | · | -9%
COc1ccc(/C=C/C(=O)OCC(=O)c2ccc(S(=O)(=O)N3CCCCC3)cc2)cc1OC | -3% | i | -6% | 8% | -27% | -26% | 6% | -2 | 20%
COc1ccc(NC(=O)c2ccccc2)c([N+](=O)[O-])c1 | 1% | i | i | 6% | 14% | 4% | -9% | -3 | -16%
Cn1nnnc1SCC(=O)Nc1ccc(Oc2ccc(Cl)cc2)cc1 | -2% | i | -4%[57.5 µM] | -2% | 1% | -8% | 18% | -6 | -19%
Cc1ccccc1S(=O)(=O)NC(=O)C1(C)CCN1C(=O)Cc1ccc(C(C)(C)C)cc1 (stereo not given) | 0% | i | -3% | -8% | ? | ? | 11% | 8 | 36%
O=C(COC(=O)c1ccccc1)Nc1cccc(S(=O)(=O)NC2=NCCCCC2)c1 | 0% | i | -12% | 0% | 6% | -15% | -3% | 20 | ·
NC(=O)COC(=O)Cc1coc2cc3c(cc12)CCC3 | 17% | i | -17% | 2% | 6% | -6% | -18% | ? | 10%
CC1CCCCN1c1nnc(NC(=O)c2cc(-c3ccc(Br)cc3)on2)s1 (stereo not given) | -2% | i | -49%[inhibitor] | -2% | ? | -9% | -1% | 0 | -13%
CC1CN(C(=O)C2CC2)C(C)CN1C(=O)C1CC1 (stereo not given) | -3% | i | i | -7% | 3% | -3% | -4% | -4 | ·
Cc1ccnc(N2C(=O)c3cccc4c([N+](=O)[O-])ccc(c34)C2=O)c1 | -77%[inhibitor] | · | -8%[57.5 µM] | -9% | 23% | -16% | -91%[inhibitor] | -29 | 13%
CCOCCCn1c(SCC(=O)NC(C)(C)C)nc2ccccc2c1=O | -1% | i | 12%[57.5 µM] | 18% | 0% | 10% | -3% | -4 | 13%
Cc1cc(C)nc(N2CCC(C(=O)NNC(=O)c3ccc(Cl)cc3)CC2)n1 | 5% | i | i | -7% | 14% | 17% | 7% | 17 | -21%
O=c1c2ccccc2cnn1Cc1n[nH]c(=S)n1-c1ccc(F)cc1 | -3% | i | i | 6% | 33%[activator] | -2% | -4% | -5 | 11%
Cc1cccc(C)c1NC(=O)c1ccc(-n2cncn2)nc1 | 7% | i | i | 0% | -13% | 7% | 11% | 0 | -3%
Cc1cc(C)n(Cc2ccc(NC(=O)c3ccc(COc4ccccc4Br)cc3)cc2)n1 | 3% | · | -4%[57.5 µM] | -6% | -28% | -9% | 1% | 1 | 23%

Molecules listed so far with a cyano group, in the order listed:
SMILES | aSyn rescue | Akt phos inh | PTHR1 agonist | GLP-1R agonist | GLP1R inv ag | TDP43 rescue | Abeta rescue | DRD3 antagonist | FUS yeast rescue
N#Cc1c(N)sc(=S)c2c1CCCC2 | 14% | ? | -5%[57.5 µM] | ? | -19% | ? | -21% | -16 | 33%
CC(C)(C)c1ccc(-c2nnc(SCC(=O)Nc3sc4c(c3C#N)CCCC4)o2)cc1 | 6% | i | i | -7% | -29% | 17% | 21% | 10 | 12%
